LEDGF integ inh = blocks HIV-1 LEDGF/p75-dependent DNA integration; AID 743269; inhibition, % at 3.7 µM; 370,000 compounds, 0.64% hits; TR-FRET IN-LEDGF/p75 DNA integration, Eu/Cy5;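 active = inhibition above the screen-wide mean plus 3 SD, cut at about 13% in these data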;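 note: signal is the Cy5 over europium emission ratio at 671 and 618 nm; 0% = plate median of compound wells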
PRMT1 inh = PRMT1 (human) inhibition, primary screen; 370,000 compounds, 1.3% hits; inhibition, % at 2.79 µM; Q99873; recombinant PRMT1, activity-based probe fluorescence polarization;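 active = inhibition above about 21% made by adding two undisclosed values, limit read from the data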
NPR2 activator = GC-B (human) receptor activation; P20594; HEK293-GC-B cells, CNP EC30, cGMP TR-FRET; 0% at EC30 CNP, 100% saturating CNP; activation, % at 10 µM; 370,000 compounds, 0.11% hits; AID 1920062;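 active = activation at 10 µM reaching about 35% in either raw or pattern-adjusted values, limit read from the data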
rCAG RNA binder = molecules binding r(CAG) RNA repeats. r(CAG) RNA repeat, TO-PRO-1 dye displacement fluorescence. inhibition, % at 3 µM. 370,000 compounds, 1.3% hits. AID 651821;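 active = inhibition above the plate cutoff, the mean of all test compounds on that plate plus 3 SD, cut at about 35% in these data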;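 note: 0% = DMSO alone and 100% = 100 µM mitoxantrone as full dye displacement; higher means more dye released from RNA so lower well fluorescence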
mABHD4 FP = inhibitors of mouse ABHD4 | 370,000 compounds, 0.54% hits | purified mABHD4, FP-Rh probe fluorescence polarization | AID 720543 | inhibition, % at 8.92 µM;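 active = inhibition exceeding the mean over every tested compound plus 3 SD, cut at about 30% in these data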;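 note: 0% = plate median of compound wells and 100% = S159A mutant with DMSO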
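Assay system: mouse ABHD4 enzyme, wild type / Also added: fluorescent activity-based probe FP-Rh / Doses: single nominal dose of 8.92 µM, 0.89% DMSO final / Timing: 45 min compound pre-incubation plus 60 min probe step, 25 °C / Signal: FP readout, ex 525 nm / em 598 nm / Control set: S159A mutant/DMSO as 100%, compound-well median as 0%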
MBD2 inh = inhibitors of human MBD2 binding to methylated oligonucleotide. inhibition, % at 4.4 µM. Q9UBB5. TR-FRET. AID 686964. 370,000 compounds, 0.31% hits; in the data active = inhibition above about 13%
SIAE primary = blocks human sialic acid acetylesterase. inhibition, % at 9.66 µM. 370,000 compounds, 0.69% hits. SIAE FP-Rh probe binding, fluorescence polarization. AID 1053197;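 active = inhibition above a cutoff: mean of compounds within the control limits plus 3 SD of those, cut at about 17% in these data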;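 note: 0% = plate median of compound wells and 100% = probe without SIAE protein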
Target sequence (Q9HAT2 whole entry, looked up): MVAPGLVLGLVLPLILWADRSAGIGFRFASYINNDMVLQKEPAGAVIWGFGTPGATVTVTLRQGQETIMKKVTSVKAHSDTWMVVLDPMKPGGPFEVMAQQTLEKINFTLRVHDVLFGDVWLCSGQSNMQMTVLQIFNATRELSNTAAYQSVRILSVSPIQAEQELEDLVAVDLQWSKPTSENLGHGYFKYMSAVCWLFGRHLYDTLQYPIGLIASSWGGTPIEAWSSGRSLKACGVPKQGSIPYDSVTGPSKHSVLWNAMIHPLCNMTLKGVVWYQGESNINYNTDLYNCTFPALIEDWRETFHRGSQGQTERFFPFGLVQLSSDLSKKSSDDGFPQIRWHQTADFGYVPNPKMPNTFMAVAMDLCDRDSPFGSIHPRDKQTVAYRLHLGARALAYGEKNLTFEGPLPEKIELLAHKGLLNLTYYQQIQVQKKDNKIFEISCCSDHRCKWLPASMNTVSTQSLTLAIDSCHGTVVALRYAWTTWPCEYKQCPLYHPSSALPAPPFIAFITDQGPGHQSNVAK
HTRA1 inhibitor = blocks human HTRA1 serine peptidase; Q92743; recombinant HTRA1, FP-rhodamine activity-based probe, fluorescence polarization; inhibition, % at 5.96 µM; 340,000 compounds, 0.5% hits; in the data active = inhibition above about 36%;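 note: 0% = enzyme with DMSO and 100% = wells lacking enzyme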
Target sequence (Q92743 whole entry, looked up): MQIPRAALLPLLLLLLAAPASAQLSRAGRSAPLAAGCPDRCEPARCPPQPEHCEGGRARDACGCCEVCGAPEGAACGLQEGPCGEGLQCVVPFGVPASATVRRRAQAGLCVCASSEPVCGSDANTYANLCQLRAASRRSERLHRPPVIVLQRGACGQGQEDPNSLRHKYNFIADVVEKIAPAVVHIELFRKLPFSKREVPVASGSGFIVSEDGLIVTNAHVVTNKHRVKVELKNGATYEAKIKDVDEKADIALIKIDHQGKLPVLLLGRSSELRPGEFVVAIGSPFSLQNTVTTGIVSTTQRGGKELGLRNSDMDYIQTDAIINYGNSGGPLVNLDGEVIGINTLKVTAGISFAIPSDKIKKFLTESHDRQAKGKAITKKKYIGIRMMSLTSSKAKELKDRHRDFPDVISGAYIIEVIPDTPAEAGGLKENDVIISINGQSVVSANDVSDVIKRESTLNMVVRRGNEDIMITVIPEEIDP
TCR CD3 inh = inhibitors of human TCR-CD3 interaction. 360,000 compounds, 0.37% hits. TAMRA-labeled TCR probe fluorescence, biochemical. AID 651800. inhibition, % at 9.4 µM; in the data active = inhibition above about 19%;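 note: recombinant mutant TCR 2C K166C tagged with TAMRA read by polarization; 0% = receptor in buffer alone and 100% = receptor with positive control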
TDP2 absorb = blocks human TDP2 phosphodiesterase activity; 370,000 compounds, 0.34% hits; AID 720702; inhibition, % at 12.8 µM; recombinant TDP2, T5PNP hydrolysis, p-nitrophenol absorbance 415 nm; O95551;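 active = inhibition above the mean of all tested compounds plus 3 SD, set per campaign, cut at about 25% in these data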;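 note: 0% = DMSO with enzyme and 100% = buffer with substrate but no TDP2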
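Test system: human TDP2 enzyme; Input: 120 nM TDP2 per well; Buffer or medium: Mg2+-containing Tris-HCl buffer, pH 7.5; Reagent: 5 mM T5PNP; Dosing: 12.8 µM single point, 1% DMSO; Incubation: reaction 2 h, 37 °C; Detection: p-Nitrophenol epi absorbance; Read-out: % inhibition relative to enzyme-containing and enzyme-free wells; Replicates: single well per compound.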
* hit, by the source's call; · = not tested or not shown. These rows are one share of the data; rates above refer to the full screens.

SMILES | LEDGF integ inh | PRMT1 inh | NPR2 activator | rCAG RNA binder | mABHD4 FP | MBD2 inh | SIAE primary | HTRA1 inhibitor | TCR CD3 inh | TDP2 absorb
O=C(COC(=O)CSc1ccc([N+](=O)[O-])cc1)NCc1cccs1 | 4 | 1 | -7 | -8 | -7 | 1 | 15 | 0 | -12 | 0
COc1ccc(Cl)c(NCCC(=O)O)c1 | -2 | 2 | -2 | 0 | 6 | -6 | 9 | -2 | 0 | -15
Cc1ccccc1-n1c(O)c(/C=C/C=Nc2ccccc2)c(=O)[nH]c1=O | 2 | -50 | 2 | -119 | -101 | -4 | -100 | -29 | -65 | 6
CCN(C(=O)CSc1cc(C)c2ccc(OC)cc2n1)C1CCS(=O)(=O)C1 (stereo unspecified) | 2 | 0 | 0 | 4 | -5 | 2 | 3 | -1 | 2 | -20
O=C(Nc1ccccc1F)c1ccc2c(c1)OCO2 | 3 | 0 | 3 | 2 | -3 | -4 | -1 | -2 | -12 | -15
O=C(NCCN1C(=O)S/C(=C\c2ccc(Cl)cc2)C1=O)C1=COCCO1 | -1 | -7 | 0 | 4 | -3 | 0 | -1 | -2 | 0 | 4
Cn1nc(Cc2cccc3ccccc23)c(C#N)c1N | 0 | 0 | -1 | -4 | 1 | 5 | 7 | -9 | -5 | 13
COc1ccc(NC(=O)N(C)C[C@H]2Oc3ccc(NC(=O)Cc4ccccc4)cc3C(=O)N([C@H](C)CO)C[C@@H]2C)cc1 | 0 | -1 | 3 | -4 | -3 | 1 | 4 | -3 | 2 | 0
Cn1c(=O)c2c(nc(CN3CCOCC3)n2CCCc2ccccc2)n(C)c1=O | -1 | 2 | -10 | -4 | 2 | 4 | 13 | -1 | 12 | 1
Cc1cc(=O)oc2c(C)c(OCC(=O)N3CCC(C(=O)O)CC3)ccc12 | 0 | -1 | 8 | 1 | -3 | 3 | 5 | -1 | 6 | 4
CCC(=O)Oc1ccc(C(=O)Nc2cccc(C(=O)c3ccccc3)c2)cc1 | 0 | 0 | -3 | -2 | -27 | -5 | -17 | 3 | 7 | 2
CC(=O)c1cc2c(cc1NC(=O)c1ccc(Cl)cc1)OCCO2 | 2 | 3 | -12 | -1 | -4 | 1 | -1 | -1 | -8 | 0
C=Cn1cc[n+](CC(=O)c2ccc(OC)cc2)c1 | -1 | 1 | 8 | 2 | 5 | 1 | 0 | 3 | -3 | 8
C[C@@H]1COc2cccc(N3CCCC3)c2S(=O)(=O)N1C | -2 | 11 | 0 | 1 | 6 | 0 | 0 | · | · | -1
O=C(N/C(=C\c1ccc(Cl)cc1)C(=O)N1CCOCC1)c1ccco1 | -2 | 1 | 0 | -2 | 2 | 4 | 6 | 4 | 2 | -1
S=c1[nH]nc(C2CC2c2ccc(Cl)cc2)n1-c1ccc(Cl)cc1 (stereo unspecified) | -1 | 17 | -6 | 12 | -1 | -2 | 2 | -12 | 6 | -3
COc1ccc(NC(=O)c2ccc(S(=O)(=O)N3CCCCCC3)cc2)c(OC)c1 | 3 | -4 | 3 | -2 | 11 | 2 | -6 | -8 | 7 | 3
O=C(CNS(=O)(=O)c1cccs1)N1CCCC1 | -3 | 1 | 6 | -3 | 3 | -9 | 3 | -2 | 7 | -1
Cc1cc(C)c(S(=O)(=O)ON2C(=O)c3ccccc3C2=O)cc1C | 0 | 0 | 36* | 3 | -2 | 4 | 0 | 2 | -1 | -2
CCCN(CC(=O)Nc1ccc(F)c(F)c1F)C(=O)C1=COCCO1 | -1 | 2 | 11 | -3 | 2 | 0 | 2 | 2 | 0 | -1
CCCCOc1ccc(C(=O)Oc2ccc(C)nc2)cc1 | -4 | 0 | -7 | -7 | 5 | 4 | -9 | -5 | -3 | 12
CNc1nc(NC#N)nc(SC)n1 | 0 | -2 | 4 | -3 | -5 | -1 | 9 | 1 | 0 | -1
CS(=O)(=O)N(CC(=O)N1CCOCC1)Cc1ccc(Cl)cc1 | 0 | -2 | 6 | -3 | -2 | 0 | 8 | 1 | 1 | -3
O=c1oc(CCCO)cc2ccccc12 | -1 | 4 | -2 | 0 | -2 | 6 | 4 | 8 | 0 | 6
CCOc1ccc(C(C(=O)NCC2CCCO2)N(Cc2cccs2)C(=O)c2snc(C(N)=O)c2N)cc1 (stereo unspecified) | 1 | -4 | 2 | 4 | -8 | 0 | 2 | 3 | -2 | -15
O=C(Nc1ccc(N2CCOCC2)cc1)C1CCN(C(=O)OCc2ccccc2)CC1 | 0 | -3 | -7 | -4 | 4 | 8 | 11 | 9 | 1 | -5
CC(C)(C)NC(=O)Cn1nnc(-c2ccccc2NC(=O)c2ccco2)n1 | 3 | -2 | 0 | -1 | 1 | -4 | 9 | -8 | 10 | 5
O=C(CCCn1c(=O)[nH]c2ccsc2c1=O)N1CCN(Cc2ccc3c(c2)OCO3)CC1 | 1 | 2 | -2 | -5 | -2 | 10 | -4 | -2 | -4 | 6
CCn1nc(NS(=O)(=O)c2ccc(NC(C)=O)cc2)c2cc3ccccc3nc21 | -4 | 0 | -5 | 3 | 8 | -4 | 4 | 4 | -2 | 10
O=C1c2ccccc2NC(c2ccccc2)N1Cc1ccco1 (stereo unspecified) | 2 | 2 | -5 | 3 | 4 | 1 | 5 | -6 | 6 | -6
Cc1ccc(C(=O)C2CCN(S(=O)(=O)c3ccc(C(=O)O)cc3)CC2)cc1 | -3 | 9 | 2 | 9 | -10 | 4 | 1 | 2 | -7 | -13
Cn1c(N)c(C(=O)CN2CCN(S(=O)(=O)c3ccccc3C#N)CC2)c(=O)n(C)c1=O | 0 | -6 | -14 | 3 | 2 | -6 | -1 | 13 | 10 | 1
CCOc1ccc(Nc2nc(N3CCCCC3)nc(N3CCCCC3)n2)cc1 | -3 | -2 | -2 | -4 | -3 | 2 | 4 | 1 | 7 | 1
Cc1cccc(N(Cc2cc3ccccc3[nH]c2=O)S(=O)(=O)c2ccccc2)c1 | -5 | -1 | -4 | 2 | 1 | 1 | -1 | 4 | -5 | 6
COc1ccccc1C(=O)Nc1cc(C)c(OCC(=O)N2CCOCC2)c(C)c1 | 2 | -3 | 1 | -4 | 1 | -2 | 0 | -1 | 1 | -3
COc1ccc(CCC(=O)Nc2cnc3ccccc3c2)cc1 | 3 | -2 | 1 | -3 | -6 | -3 | -3 | -12 | 5 | 6

Shown as a markdown table: entries from further up
| Molecule | LEDGF integ inh | PRMT1 inh | NPR2 activator | rCAG RNA binder | mABHD4 FP | MBD2 inh | SIAE primary | HTRA1 inhibitor | TCR CD3 inh | TDP2 absorb |
| --- | --- | --- | --- | --- | --- | --- | --- | --- | --- | --- |
| O=C(CNS(=O)(=O)c1cccs1)N1CCCC1 | -3 | 1 | 6 | -3 | 3 | -9 | 3 | -2 | 7 | -1 |
| Cc1cc(C)c(S(=O)(=O)ON2C(=O)c3ccccc3C2=O)cc1C | 0 | 0 | 36* | 3 | -2 | 4 | 0 | 2 | -1 | -2 |
| CCCN(CC(=O)Nc1ccc(F)c(F)c1F)C(=O)C1=COCCO1 | -1 | 2 | 11 | -3 | 2 | 0 | 2 | 2 | 0 | -1 |

(next part)
SMILES | LEDGF integ inh | PRMT1 inh | NPR2 activator | rCAG RNA binder | mABHD4 FP | MBD2 inh | SIAE primary | HTRA1 inhibitor | TCR CD3 inh | TDP2 absorb
FC(F)(F)c1cccc(OCc2noc(-c3ccsc3)n2)c1 | 3 | 1 | -5 | -3 | -5 | -5 | 2 | -2 | 3 | -5
COc1ccc(OC)c(S(=O)(=O)N2CCC(C(=O)NCCc3ccccc3)CC2)c1 | -1 | -2 | 0 | -5 | 8 | -4 | 0 | 1 | 2 | -6
CCOC(=O)COc1ccc(Cl)cc1C1NC(=O)NC(C)=C1C(C)=O (stereo unspecified) | -2 | -1 | -4 | -5 | -1 | 2 | -4 | 4 | 5 | 1
CCOC(=O)Cn1cc(Cn2c3ccccc3c(=O)n2C(C)C)nn1 | 2 | 2 | 0 | 3 | -1 | 1 | 2 | · | -1 | -2
Cc1cc(C)cc(N2C(=O)CN(Cc3ccccc3)C2=S)c1 | 1 | -2 | -1 | -5 | -7 | -2 | -14 | -16 | 4 | 9
O=C(CN1CCCCCC1)N/N=C/c1cccc(Cl)c1Cl | 2 | 0 | -1 | 0 | 7 | -1 | -1 | -9 | -6 | -4
O=C1C(=O)N2C(=C1C(=O)N1CCCCCC1)c1ccccc1CC21CCCC1 | 4 | -6 | 2 | -2 | 6 | -5 | 1 | 1 | -3 | 1
COc1ccc(N(CC(=O)N2c3ccccc3CC2C)S(=O)(=O)c2c(C)noc2C)cc1 (stereo unspecified) | -3 | -1 | -8 | 0 | -7 | 1 | -8 | -18 | -5 | 0
O=C(Nc1ccc(Cl)c(Cl)c1)N1CCOCC1 | -4 | 2 | 4 | -2 | 6 | 3 | -1 | 5 | -2 | 0
O=C(Cn1c(=O)sc2ccccc21)OC(CCl)CCl | -1 | -1 | 5 | 2 | 7 | 1 | -6 | 5 | 2 | -4
COc1ccnc(CSC(N)=Nc2ccccc2C(F)(F)F)c1 | -5 | 7 | -2 | -6 | 2 | 3 | 2 | -6 | -4 | 1
O=C1Nc2c(Cl)cc(Cl)cc2C12Nc1ccccc1S2 (stereo unspecified) | -1 | 23* | -2 | 41* | 11 | 0 | 12 | · | 5 | 4
CC12CCC(C/C1=N\OC(=O)c1c(F)cccc1F)C2(C)C (stereo unspecified) | -2 | 0 | 7 | -4 | 1 | 1 | -8 | -2 | 0 | 5

A draw from above in order of formula weight, lowest first.
SMILES | LEDGF integ inh | PRMT1 inh | NPR2 activator | rCAG RNA binder | mABHD4 FP | MBD2 inh | SIAE primary | HTRA1 inhibitor | TCR CD3 inh | TDP2 absorb
O=C(Cn1c(=O)sc2ccccc21)OC(CCl)CCl | -1 | -1 | 5 | 2 | 7 | 1 | -6 | 5 | 2 | -4
O=C1Nc2c(Cl)cc(Cl)cc2C12Nc1ccccc1S2 (stereo unspecified) | -1 | 23* | -2 | 41* | 11 | 0 | 12 | · | 5 | 4
CCOC(=O)Cn1cc(Cn2c3ccccc3c(=O)n2C(C)C)nn1 | 2 | 2 | 0 | 3 | -1 | 1 | 2 | · | -1 | -2
O=C1C(=O)N2C(=C1C(=O)N1CCCCCC1)c1ccccc1CC21CCCC1 | 4 | -6 | 2 | -2 | 6 | -5 | 1 | 1 | -3 | 1
COc1ccc(N(CC(=O)N2c3ccccc3CC2C)S(=O)(=O)c2c(C)noc2C)cc1 (stereo unspecified) | -3 | -1 | -8 | 0 | -7 | 1 | -8 | -18 | -5 | 0
